OXTR agonist: activates the human oxytocin receptor; CHO-OTR cells, Fluo-8 calcium fluorescence; normalized: DMSO 0%, oxytocin 100%; activation, % at 3 µM; actives 0.32% (n = 320,000); AID 2435;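 active = activation above the mean of all tested compounds plus 3 SD, cutoff set per screening run, cut at about 20% in these data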;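 also: peak over basal fluorescence ratio from a 100 s FLIPR kinetic read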
Target sequence (P30559 whole entry, looked up): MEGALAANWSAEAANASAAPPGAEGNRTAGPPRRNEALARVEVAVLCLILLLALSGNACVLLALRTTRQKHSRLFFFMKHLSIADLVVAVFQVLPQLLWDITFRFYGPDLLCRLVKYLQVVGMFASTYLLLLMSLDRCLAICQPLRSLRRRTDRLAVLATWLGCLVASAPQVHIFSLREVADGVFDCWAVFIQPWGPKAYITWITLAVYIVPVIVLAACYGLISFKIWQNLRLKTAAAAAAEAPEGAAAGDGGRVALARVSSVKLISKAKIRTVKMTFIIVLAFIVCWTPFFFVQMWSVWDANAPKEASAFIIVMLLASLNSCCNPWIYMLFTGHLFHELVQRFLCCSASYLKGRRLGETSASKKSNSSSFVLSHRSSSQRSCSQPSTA
Active calls of the source: *.

no.	Compound	OXTR agonist
1	COc1ccc(CNC(=O)COC(=O)c2[nH]c(C)c(C(C)=O)c2C)cc1OC	0.4
2	Cc1cc(C(=O)NC2CCCC(C)C2C)c2ccccc2n1 (stereo not given)	-2.1
3	CCN(CC)CCn1c2c(c(SCC(=O)Nc3cc(C)cc(C)c3)nc1=O)CCC2	-0.9
4	CCCn1c(N)c(C(=O)CN(C)CC(=O)Nc2cccc(F)c2)c(=O)[nH]c1=O	1.0
5	CN(CC(=O)Nc1ccc(F)c(F)c1F)C(=O)c1ccc(N2CCCC2=O)cc1	0.6
6	CC(OC(=O)CC1CCCC1)C(=O)Nc1ccc(S(N)(=O)=O)cc1 (stereo not given)	1.8
7	CC(=O)Nc1ccc(NC(=O)c2ccnn2C)cc1	0.2
8	CN(Cc1nc(-c2ccc(Cl)cc2)no1)C(=O)c1ccc2c(c1)OCO2	4.8

Next section
no.	Compound	OXTR agonist
9	CCc1ccc(C(=O)NNC(=O)C2CC(=O)N(Cc3ccccc3)C2)cc1 (stereo not given)	-0.7
10	COc1ccccc1C(=O)COC(=O)Cn1[nH]c(=O)c2ccccc2c1=O	0.0
11	O=C(COC(=O)/C=C/c1ccc(F)cc1)NCc1cccs1	6.3
12	CN(CC(=O)Nc1cccc(F)c1)C(=O)c1cc(-c2ccco2)nc2ccccc12	-1.2
13	C#CCOCCOCCOCCNc1nc(N2CCN(C(=O)CCCCCCCCCCNC(=O)[C@H](CCCCN)n3cc(CCCC(=O)O)nn3)CC2)nc(N2CCN(C(=O)CCCCCCCCCCNC(=O)[C@H](CCCCN)n3cc(CCCC(=O)O)nn3)CC2)n1	2.0
14	COc1ccc(F)cc1S(=O)(=O)NCC(c1ccc2c(c1)OCO2)N1CCN(C)CC1 (stereo not given)	0.3
15	O=C(Nc1ccc(Br)cc1)c1cc(-c2ccncc2)nc2ccccc12	-1.0
16	Cc1cc(C)n2nc(SCC(=O)Nc3ccccc3F)nc2n1	1.4

3 consecutive entries out of the list so far, for reference:
no.	Compound	OXTR agonist
14	COc1ccc(F)cc1S(=O)(=O)NCC(c1ccc2c(c1)OCO2)N1CCN(C)CC1 (stereo not given)	0.3
15	O=C(Nc1ccc(Br)cc1)c1cc(-c2ccncc2)nc2ccccc12	-1.0
16	Cc1cc(C)n2nc(SCC(=O)Nc3ccccc3F)nc2n1	1.4

Next section
no.	Compound	OXTR agonist
17	COC(=O)[C@@]12CCCCN1[C@H](c1ccc(-c3ccc(C(C)=O)cc3)c(OC)c1)[C@@H]1C(=O)N(C)C(=O)[C@@H]12	0.3
18	COc1ccc(CC(=O)Nc2cccc(C(C)=O)c2)cc1S(=O)(=O)N1CCOCC1	0.5
19	C=CCOc1ccc(/C=C/C(=O)OCC(=O)NC(C)c2ccc(F)cc2)cc1 (stereo not given)	1.5
20	COc1ccccc1N1CCN(C(=O)c2cn(Cc3ccccc3)nc2-c2cccnc2)CC1	10.2
21	O=C1N[C@@H](c2ccccc2)COC(=O)[C@H](Cc2ccc(F)cc2)CC/C=C/C[C@@H]1CC(=O)N(CCO)Cc1ccccc1	1.1
22	Cc1ccc2nc(N(CCCN(C)C)C(=O)CS(=O)(=O)c3ccccc3)sc2c1	4.2
23	COc1ccc(CC(=O)OCC(=O)N2CCc3ccccc32)cc1OC	-2.0
24	CCN(CC(=O)Nc1c(F)cccc1F)C(=O)c1ccc(S(=O)(=O)N2CCCC2)cc1	-1.4

Next records follow:
no.	Compound	OXTR agonist
25	Cc1ccc(CN2C(=O)C(C)Nc3ncnc(N4CCN(c5ccccn5)CC4)c32)cc1 (stereo not given)	-0.3
26	CC(NS(=O)(=O)CCNC(=O)c1ccccc1)c1ccccc1 (stereo not given)	0.1
27	Cc1cccc(/C=N/NC(=O)CC(=O)NCCc2ccccc2)c1	-1.1
28	COc1ccc(NC(=O)CSc2nc(=O)n(CCN(C)C)c3c2CCCC3)cc1OC	-1.2
29	CC1(C)Cc2cccc(OCC(=O)Nc3ccc(S(N)(=O)=O)cc3)c2O1	-0.3
30	CS(=O)(=O)c1ccc(Cl)c(NC(=O)c2cc(S(=O)(=O)N3CCOCC3)ccc2N2CCCC2)c1	-0.5
31	O=C(COC(=O)c1cc[n+]([O-])cc1)Nc1cc([N+](=O)[O-])ccc1Cl	1.3
32	C[C@@H](C(=O)Nc1ccc(SC(F)F)cc1)N1C(=O)C2CCCCC2C1=O (stereo not given in full)	2.5

More structures
no.	Compound	OXTR agonist
33	CC1CN(C(=O)COC(=O)Cc2c(Cl)cccc2Cl)CC(C)O1 (stereo not given)	1.6
34	CN(Cc1ccccc1)C(=O)c1ccc(NC(=O)Cc2cccc(NC(=O)C3CCN(C(=O)C4CC4)CC3)c2)cc1	0.9
35	COc1ccccc1-n1nnnc1SCC(=O)NC(=O)Cc1ccccc1	5.0
36	O=C(CN1C(=O)c2ccc([N+](=O)[O-])cc2C1=O)NCC1CCCO1 (stereo not given)	1.8
37	Cc1nn(CC(=O)NC2(C)CCS(=O)(=O)C2)c(C)c1S(=O)(=O)N(C)C (stereo not given)	1.0
38	O=C(NC(=S)NCc1ccc(Cl)cc1)c1ccco1	-1.5
39	CCc1ccc([C@@H]2CC=C(C(=O)O)[C@H](c3ccc(F)cc3)N2S(=O)(=O)c2ccc(C)cc2)cc1	1.2
40	Cc1ccc(C)c(S(=O)(=O)N2CCN(C(=O)CCCc3c[nH]c4ccccc34)CC2)c1	8.2

Results in sequence from the list:
OXTR agonist for nos. 27 to 30, in order: -1.1, -1.2, -0.3, -0.5

Going on with the list.
no.	Compound	OXTR agonist
41	CCNc1nc(NCC)n2c(SCC(=O)Nc3ccc(Br)cc3F)nnc2n1	-1.8
42	O=C(COC(=O)CNC(=O)c1ccccc1F)Nc1ncc(Cl)cc1Cl	-0.7
43	CCCCNc1c(-c2ccc(SC(C)CC)cc2)nc2ccccn12 (stereo not given)	-2.3
44	Cc1cc(Cl)ccc1NC(=O)CCN1C(=O)NC(C)(C)C1=O	-1.6
45	CS(=O)(=O)NCc1ccccc1Br	0.4
46	C[C@H](CO)N1C[C@H](C)[C@@H](CN(C)C(=O)Nc2ccccc2)Oc2c(NC(=O)C3CCCCC3)cccc2C1=O	0.8
47	CC(=O)N1CCN(C(=O)c2cc(C)oc2C)CC1	1.6
48	CCOc1ccc(OCc2ccc(C(=O)NN=Cc3ccc[nH]3)cc2)cc1	4.7

(next part)
no.	Compound	OXTR agonist
49	Clc1ccc2scc(CN3CCCC3)c2c1	-0.1
50	CC(=O)Nc1cccc(NC(=O)CSc2nc(=O)n(Cc3ccncc3)c3c2CCC3)c1	0.1
51	Cc1onc(-c2ccccc2)c1C(=O)OCC(=O)N(C)c1ccccc1	-1.4
52	CCN(CC(=O)Nc1c(F)cccc1F)C(=O)COc1cccc2c1OC(C)(C)C2	-0.5
53	COc1ccc(/C=C(\C#N)C(=O)OCC(=O)NCc2ccccc2OC)cc1	0.0
54	C[C@@H](CN1CCC[C@H]1CN1C(N)=NC[C@@H]1Cc1ccccc1)N1C[C@@H](Cc2ccccc2)N(CCc2ccc(Cl)c(Cl)c2)C1=N	1.7
55	Clc1cccc(-c2nc(-c3ccc(-c4nn[nH]n4)cc3)no2)c1	1.6
56	CC1(c2cccc(Br)c2)NC(=O)N(CC(=O)Nc2ccc3c(c2)OCO3)C1=O (stereo not given)	5.8

More structures:
no.	Compound	OXTR agonist
57	Cc1nn(-c2ccccc2)c(C)c1NC(=O)COC(=O)c1cc(Cl)ccc1O	0.9
58	COc1ccc(C(CNS(=O)(=O)c2ccccc2)N2CCN(C)CC2)cc1 (stereo not given)	1.4
59	C=C(C(=O)Nc1ccccc1)c1ccc(C)cc1	0.4
60	COc1ccccc1C(=O)NC(=O)COC(=O)c1ncc(Cl)c(Cl)c1Cl	1.2
61	CNC(=O)C(=O)NCC1CCCN1S(=O)(=O)c1cccs1 (stereo not given)	1.4
62	Cc1nc2c(C)cccn2c(=O)c1NC(=O)c1ccc(Br)o1	0.2
63	Cc1ccc(S(=O)(=O)N2CCN(C(=S)NCC3CCCO3)CC2)cc1 (stereo not given)	1.3
64	Cc1c(NC(=O)COC(=O)/C=C/c2cccc(Br)c2)c(=O)n(-c2ccccc2)n1C	-2.1

Reprinted at random: 3 records from the list.
no.	Compound	OXTR agonist
60	COc1ccccc1C(=O)NC(=O)COC(=O)c1ncc(Cl)c(Cl)c1Cl	1.2
61	CNC(=O)C(=O)NCC1CCCN1S(=O)(=O)c1cccs1 (stereo not given)	1.4
57	Cc1nn(-c2ccccc2)c(C)c1NC(=O)COC(=O)c1cc(Cl)ccc1O	0.9

The results go on.
no.	Compound	OXTR agonist
65	CCn1nnc2cc(C(=O)Nc3cc(OC)cc(OC)c3)ccc21	-1.2
66	O=C(CN1C(=O)NC2(CCCC2)C1=O)OCCOc1ccc(Cl)cc1Cl	1.9
67	CC(NC(=O)c1ccc(S(=O)(=O)NCc2ccco2)cc1)c1ccc(F)cc1 (stereo not given)	2.0
68	O=S(=O)(NCc1ccccc1)[C@@H]1CC2C=CC1C2 (stereo not given in full)	0.6
69	O=c1c2c(-c3cccs3)csc2ncn1/N=C/c1ccccn1	-0.3
70	COc1ccc(C(=O)OCC(=O)Nc2ccc3[nH]c(=O)[nH]c3c2)c(OC)c1OC	0.7
71	CCN(CC(=O)Nc1ccccc1OC)C(=O)CN1C(=O)NC(C)(c2ccc(C)cc2)C1=O (stereo not given)	5.4
72	c1ccc(-c2nc3cccnc3nc2-c2ccccc2)cc1	-3.1

Next section.
no.	Compound	OXTR agonist
73	CN(c1ccccc1)S(=O)(=O)c1cccc(NC(=O)C2=NNC(=O)CC2)c1	4.9
74	COCCNC(=O)c1cccc2c1C(=O)c1ccc(N3CCOCC3)cc1S2(=O)=O	2.2
75	COc1ccc(Cl)cc1NC(=O)CN(C)C(=O)CCNC(=O)c1ccccc1OC	-0.6
76	CCCOc1ccc(C(F)(F)F)cc1NC(=O)c1cc(C)on1	0.7
77	CC(=O)c1ccccc1NC(=O)c1ccc2c(c1)NC(=O)C(C)S2 (stereo not given)	-0.5
78	CN(CC(=O)NCc1ccccc1)CC(=O)Nc1ccc(Cl)c(C(F)(F)F)c1	23.1*
79	COc1ccc(C)cc1S(=O)(=O)Nc1cc2c3c(c1)CCN3C(=O)CC2	2.1
80	CCOc1ccc([C@@H]2CC=C(C(=O)O)[C@H](c3ccc(Cl)cc3)N2S(=O)(=O)c2ccc(C)cc2)cc1	-1.5

Among those listed so far, these have a thiophene ring, fused or not:
no.	Compound	OXTR agonist
11	O=C(COC(=O)/C=C/c1ccc(F)cc1)NCc1cccs1	6.3
49	Clc1ccc2scc(CN3CCCC3)c2c1	-0.1
61	CNC(=O)C(=O)NCC1CCCN1S(=O)(=O)c1cccs1 (stereo not given)	1.4
69	O=c1c2c(-c3cccs3)csc2ncn1/N=C/c1ccccn1	-0.3

More structures follow.
no.	Compound	OXTR agonist
81	CCS(=O)c1ccccc1C(=O)OCC(=O)Nc1ccc2ccccc2c1 (stereo not given)	16.4
82	O=C(COC(=O)c1cc2ccccc2cc1O)Nc1ccccc1F	2.5
83	O=[N+]([O-])c1cccc(S(=O)(=O)/N=C(/Nc2ccccc2)c2ccccc2)c1	1.7
84	CCN(CC)S(=O)(=O)c1ccc(=O)n(CC(=O)N2CCCc3cc(C)ccc32)c1	-2.4
85	COCCN(CCOC)C(=O)CSc1ccc(S(=O)(=O)N2CCN(C)CC2)cn1	0.7
86	COc1ccc(S(=O)(=O)N/N=C(/C)c2ccc(C)o2)cc1	15.3
87	O=C1Cc2cc(NS(=O)(=O)c3ccc([N+](=O)[O-])cc3)cc3c2N1CCC3	1.2
88	O=C(Nc1ccncc1)C1CCN(S(=O)(=O)c2ccc(Cl)c(C(F)(F)F)c2)CC1	11.9

(further entries)
no.	Compound	OXTR agonist
89	Cc1cccc(C)c1NC(=O)COC(=O)CN1C(=O)C2CCCCC2C1=O (stereo not given)	0.4
90	CC(C)CCn1c(SCC(=O)NC2CCS(=O)(=O)C2)nc2cc(Cl)ccc2c1=O (stereo not given)	-0.4
91	Cc1ccc(S(=O)(=O)N2CCN(C(=O)COC(=O)CCOc3cc(C)ccc3C)CC2)cc1	15.0
92	Cc1ccc(OCC(=O)N2CCC(C)CC2)c([N+](=O)[O-])n1	-0.4
93	C[C@@H]1CN([C@@H](C)CO)C(=O)Cc2cc(NS(=O)(=O)c3ccccc3)ccc2O[C@H]1CN(C)Cc1ccncc1	1.3
94	O=C(O)c1ccccc1NS(=O)(=O)c1ccc(NN=Cc2ccccc2F)c([N+](=O)[O-])c1	-1.2
95	Cc1c(Br)cnn1C(C)C(=O)N1CCN(c2ccc(F)cc2)CC1 (stereo not given)	-0.9
96	O=C(c1cc(-c2ccco2)nc2ccccc12)N1CCCC(C(F)(F)F)C1 (stereo not given)	-2.0

(listing goes on)
no.	Compound	OXTR agonist
97	COc1ccccc1C(=O)Nc1ccc(S(=O)(=O)N(C)c2ccccc2)cc1	0.5
98	COc1ccc(N2CC(C(=O)NCCC3=CCCCC3)CC2=O)c(OC)c1 (stereo not given)	-1.6
99	Cc1cccc(OCCC(=O)OCc2csc(CC(=O)Nc3ccccc3C)n2)c1	-0.8
100	COc1ccc(-c2oc(=O)c3cc(OC)c(OC)cc3c2/C=C/c2ccc([N+](=O)[O-])cc2)cc1	0.6
101	Cc1cccc(N2CCN(C(=O)c3cccc(S(=O)(=O)N4CCCCC4)c3)CC2)c1C	-1.4
102	O=C(COC(=O)c1ccccc1O)Nc1cccc(S(=O)(=O)N2CCCC2)c1	5.3
103	O=C(CSc1ncnc2c1cnn2-c1ccccc1)NC1CCCC1	5.8
104	COCCN(C(=O)c1cccc(N2C(=O)CCC2=O)c1)c1nc(-c2ccc([N+](=O)[O-])cc2)cs1	3.4

Carrying on.
no.	Compound	OXTR agonist
105	CN(CC(=O)Nc1ccccc1Cl)C(=O)COC(=O)c1ccc(C(F)(F)F)cc1	-0.4
106	OCCN1CCN(C2CCC(c3ccc(F)cc3)c3ccc(F)cc32)CC1 (stereo not given)	31.4*
107	COc1ccc(CC(=O)N2CCN(S(=O)(=O)c3ccc(Cl)s3)CC2)cc1	1.2
108	COc1ccccc1NC(=O)C1CC(C(C)C)OC1=O (stereo not given)	-0.1
109	CCOC(=O)N1CCN(C(=O)CSC2=NS(=O)(=O)c3ccccc3N2)CC1	-0.7

This is a subset; rates above refer to the full screens.
